Compound activity: PubChem BioAssay, several laboratories
NCF1 inh = inhibitors of human p47phox binding. P14598. p47phox/p22phox peptide binding, fluorescence polarization, 2 h. inhibition, % at 24.7 µM. actives 0.53% (n = 220,000);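 active means inhibition above about 30%, limit read from the data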;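 further: 0% = p47phox with labelled peptide and 100% = labelled peptide alone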
Runt-SMMHC FRET = Runt domain-CBFb-SMMHC interaction inhibition. Q01196+Q13951. Cerulean-Runt/Venus-CBFb-SMMHC FRET ratio 530/480, 1 h. inhibition, % at 20 µM. actives 0.74% (n = 220,000);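 active means mean inhibition across duplicate retests at 20 µM reaching about 50%, limit read from the data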;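 further: 0% = DMSO wells and 100% = wells with excess untagged CBFb-SMMHC; inhibitors lower the FRET ratio by blocking Runt binding to CBFb-SMMHC; some results filed as inactive read as strong as hits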
EBV gp42 block = inhibitors of Epstein-Barr virus glycoprotein 42. Q1HVG2. Fluorescence polarization binding assay, mP read-out. inhibition, % (tested at 21.74 µM). actives 0.42% (n = 220,000); in the data active means inhibition above about 50%
Target sequence (Q1HVG2 whole entry, looked up): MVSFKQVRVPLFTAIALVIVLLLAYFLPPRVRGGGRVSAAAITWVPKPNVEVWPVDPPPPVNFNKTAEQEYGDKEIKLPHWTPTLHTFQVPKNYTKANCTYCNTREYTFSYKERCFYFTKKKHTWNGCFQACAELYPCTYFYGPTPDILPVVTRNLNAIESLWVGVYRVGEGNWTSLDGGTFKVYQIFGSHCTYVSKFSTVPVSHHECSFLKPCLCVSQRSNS
TbHK1 inh = T. brucei hexokinase 1 inhibition; recombinant TbHK1, G6PDH-coupled NADH A340; inhibition, % at 10 µM; actives 0.11% (n = 220,000); AID 1430;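 active means inhibition of 50% or more in the single-dose primary screen; inactive means inhibition below 50%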
Mdm2 ligase inh = blocks human Mdm2 ubiquitin ligase activity; Q00987; cell-based MDM2 ubiquitination luciferase reporter, 2 h; 0 = plate control, 100 = twice control, blank-subtracted; signal enhancement, % at 5 µM; actives 0.11% (n = 210,000); AID 1230;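 active means signal enhancement of 30% or more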;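 further: luminescence tracks abundance of the self-degrading MDM2-luciferase fusion protein; higher signal means inhibition of MDM2 E3 ligase activity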
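Assay system: stable mammalian line carrying autodegrading MDM2–luciferase fusion reporter; amount: 2000 cells seeded into each well; buffer or medium: DMEM; benchmarks: plate control and blank wells; signal: luciferase luminescence; timing: 2 h compound exposure at 37 °C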
14-3-3 Bad PPI = disrupts binding of bovine 14-3-3 zeta to phospho-Bad peptide | TR-FRET 14-3-3zeta/Dy647-pBad peptide displacement, 1 h | inhibition, % at 21.7 µM | actives 0.71% (n = 220,000);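 active means inhibition above about 70%, limit read from the data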;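 further: 0% = full 14-3-3 plus peptide FRET controls and 100% = background without 14-3-3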
Target sequence (P63103 whole entry, looked up): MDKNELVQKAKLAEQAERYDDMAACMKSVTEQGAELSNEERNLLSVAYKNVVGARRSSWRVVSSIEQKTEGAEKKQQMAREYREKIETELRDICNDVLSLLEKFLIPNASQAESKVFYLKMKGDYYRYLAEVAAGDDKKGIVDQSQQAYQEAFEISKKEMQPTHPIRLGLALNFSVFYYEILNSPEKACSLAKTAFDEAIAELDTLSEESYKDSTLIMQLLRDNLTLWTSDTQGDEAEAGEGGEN
zVAD death inh = L929 zVAD cell death inhibition. L929 zVAD necroptosis rescue, ATP luminescence, 24 h; with zVAD 60 µM. viability rescue, % at 10 µM. actives 0.38% (n = 220,000). AID 1377;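 active means activation, scaled between plate controls, above about 75%, limit read from the data; inactive means activation under that limit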;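 further: 0% = zVAD with DMSO and 100% = DMSO alone without zVAD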
Runt-CBFb FRET = blocks binding of human RUNX1 Runt domain to CBFb; inhibition, % at 20 µM; Cerulean-Runt/Venus-CBFb FRET ratio 530/480, 1 h; Q01196+Q13951; actives 0.46% (n = 220,000);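 active means inhibition over about 50% at 20 µM in the single-dose screen, limit read from the data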;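 further: 0% = DMSO wells and 100% = excess unlabeled CBFb competitor control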
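System: Cerulean-labeled Runt domain protein | Quantity: 100 nM of each labeled protein | Schedule: 1 h compound exposure, room temperature | Detection: Fluorescence energy transfer, 422 nm excitation, 530/480 nm emission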
Hck-Nef inh = blocks Nef-activated human Hck kinase; inhibition, % at 20 µM; Recombinant Hck-YEEI plus Nef, Z-Lyte FRET kinase assay; AID 463187; actives 0.68% (n = 220,000); P08631;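 active means Hck-Nef kinase inhibition above about 50%, limit read from the data; inactive means inhibition below that limit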;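 further: 0% = DMSO with Hck plus Nef and 100% = Hck alone without Nef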
Target sequence (P08631 whole entry, looked up): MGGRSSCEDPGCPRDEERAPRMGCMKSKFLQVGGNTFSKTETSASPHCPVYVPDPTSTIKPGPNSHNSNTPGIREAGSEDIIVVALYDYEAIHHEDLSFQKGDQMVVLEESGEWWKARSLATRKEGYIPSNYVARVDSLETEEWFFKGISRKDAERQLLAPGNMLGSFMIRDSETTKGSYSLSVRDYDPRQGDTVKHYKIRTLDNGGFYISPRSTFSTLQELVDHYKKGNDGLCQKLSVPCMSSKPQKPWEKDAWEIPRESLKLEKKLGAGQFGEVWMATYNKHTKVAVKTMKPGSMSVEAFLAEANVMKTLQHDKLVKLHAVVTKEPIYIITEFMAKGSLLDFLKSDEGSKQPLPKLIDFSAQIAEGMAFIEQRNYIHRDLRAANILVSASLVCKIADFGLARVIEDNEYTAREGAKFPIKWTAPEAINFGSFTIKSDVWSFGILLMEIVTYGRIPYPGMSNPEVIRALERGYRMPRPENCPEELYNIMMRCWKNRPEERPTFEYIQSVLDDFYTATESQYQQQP
* hit, by the source's call; . = no result given; [ ] = dose if it differs, or a comment. No enrichment for hits; 3.2% or so of the library scored in one or more.

Start of the data: the first 5 entries as a preview:
1) CCOC(=O)CSc1nc(-c2ccccc2)cc(C(F)(F)F)n1
2) CCCC(=O)Nc1nc2n(n1)C(c1ccccc1)CC(=O)N2 (configuration not stated)
3) COC(=O)c1ccc(CN2CCN(Cc3ccc(C(=O)OC)o3)CC2)o1
4) N#CCCN1CCN(S(=O)(=O)c2cc(Cl)ccc2Cl)CC1
5) CC1c2ccccc2SC(CCCN(C)C)c2ccccc21 (configuration not stated)

compound no.,1,2,3,4,5
Mdm2 ligase inh,-3,1,-6,-14,-6
NCF1 inh,-19,0,-12,-5,-5
TbHK1 inh,1,-4,4,-2,14
Runt-CBFb FRET,-4,2,-3,-1,-1
EBV gp42 block,-8,-10,-11,-20,-8
Runt-SMMHC FRET,-1,-3,3,4,-3
Hck-Nef inh,9,0,6,22,5
14-3-3 Bad PPI,0,-11[fluorescence artefact?],5,-12,10
zVAD death inh,-0.4,0.1,0.8,-1.4,1.9

All compounds of this part, repeating the preview:
1) CCOC(=O)CSc1nc(-c2ccccc2)cc(C(F)(F)F)n1
2) CCCC(=O)Nc1nc2n(n1)C(c1ccccc1)CC(=O)N2 (configuration not stated)
3) COC(=O)c1ccc(CN2CCN(Cc3ccc(C(=O)OC)o3)CC2)o1
4) N#CCCN1CCN(S(=O)(=O)c2cc(Cl)ccc2Cl)CC1
5) CC1c2ccccc2SC(CCCN(C)C)c2ccccc21 (configuration not stated)
6) COc1ccc(/C=N/NC(=S)Nc2ccccc2)cc1COc1ccccc1F
7) CS(=O)(=O)c1ccc2nnn(OCC(=O)Nc3ccc(Br)cc3Br)c2c1
8) COc1ccc(/C=N/NC(=O)c2ccccc2F)cc1CN1CCN(c2ccc(F)cc2)CC1

compound no.,1,2,3,4,5,6,7,8
Mdm2 ligase inh,-3,1,-6,-14,-6,4,-5,-11
NCF1 inh,-19,0,-12,-5,-5,-15,-6,-4
TbHK1 inh,1,-4,4,-2,14,-5,4,4
Runt-CBFb FRET,-4,2,-3,-1,-1,1,1,3
EBV gp42 block,-8,-10,-11,-20,-8,-19,-9,-14
Runt-SMMHC FRET,-1,-3,3,4,-3,2,1,2
Hck-Nef inh,9,0,6,22,5,5,29,3
14-3-3 Bad PPI,0,-11[fluorescence artefact?],5,-12,10,3,-2,-26
zVAD death inh,-0.4,0.1,0.8,-1.4,1.9,-0.3,0.1,0.8

Four compounds picked at random from those above:
5) CC1c2ccccc2SC(CCCN(C)C)c2ccccc21 (configuration not stated)
6) COc1ccc(/C=N/NC(=S)Nc2ccccc2)cc1COc1ccccc1F
4) N#CCCN1CCN(S(=O)(=O)c2cc(Cl)ccc2Cl)CC1
1) CCOC(=O)CSc1nc(-c2ccccc2)cc(C(F)(F)F)n1

compound no.,5,6,4,1
Mdm2 ligase inh,-6,4,-14,-3
NCF1 inh,-5,-15,-5,-19
TbHK1 inh,14,-5,-2,1
Runt-CBFb FRET,-1,1,-1,-4
EBV gp42 block,-8,-19,-20,-8
Runt-SMMHC FRET,-3,2,4,-1
Hck-Nef inh,5,5,22,9
14-3-3 Bad PPI,10,3,-12,0
zVAD death inh,1.9,-0.3,-1.4,-0.4

Next structures follow:
9) CCOC(=O)CSc1nnc(-c2cccc(Cl)c2)n1CC
10) CCN(C1CCCCC1)S(=O)(=O)c1ccc(C(=O)O)cc1
11) O=C(Cc1ccccc1)Nc1ccc2oc(=O)ccc2c1
12) Cc1ccc(-n2c(-c3ccc(Br)cc3)c[n+]3c2CCc2ccc4cccnc4c2-3)cc1
13) CCc1nnc(NC(=O)CCC(=O)N2CCN(CCc3ccccc3)CC2)s1
14) N#CCCNC(=O)CCN1CCOCC1
15) Cc1ccc(NC2=CC(=O)CC(c3ccco3)C2)c(N)c1 (configuration not stated)
16) O=C(CSc1nc(-c2ccco2)cc(C(F)(F)F)n1)NCCN1CCOCC1

compound no.,9,10,11,12,13,14,15,16
Mdm2 ligase inh,-11,-24,-1,-64,5,-13,-8,-89
NCF1 inh,-7,-9,1,-15,7,-14,-5,-4
TbHK1 inh,10,1,-5,13,.,1,-5,-13
Runt-CBFb FRET,-4,-1,3,-2,0,-3,11,1
EBV gp42 block,-14,-7,-14,-13,-13,-12,-6,0
Runt-SMMHC FRET,3,0,-3,-2,0,-7,-16,5
Hck-Nef inh,0,8,16,2,.,1,0,14
14-3-3 Bad PPI,-2[fluorescence artefact?],26,1,-5,-3[fluorescence artefact?],-5,4,-1
zVAD death inh,-0.3,-0.1,26,1.4,.,-0.1,0.1,-1.7

17) COC(=O)c1ccc(CSc2nnc(N)s2)cc1
18) Cc1cccc(NC(=S)N(CCN2CCOCC2)Cc2ccccc2F)c1
19) Cc1nnsc1-c1c(C(=O)N2CCOCC2)c(C)nn1-c1ccccc1
20) O=C(Oc1ccc(/C=N/O)cc1)c1ccccc1Cl
21) O=[N+]([O-])c1ccc(/C([O-])=C(/C(=S)NCc2ccco2)[n+]2ccccc2)cc1
22) Nc1nonc1-c1nc2ccccc2n1CC(=O)Nc1ccccc1
23) COCc1[nH]nc2c1C(c1ccc(F)cc1F)C(C#N)=C(N)O2 (configuration not stated)
24) CCOC(=O)C(NC(=O)CC)(Nc1ccccc1OC)C(F)(F)F (configuration not stated)

compound no.,17,18,19,20,21,22,23,24
Mdm2 ligase inh,-13,-2,-6,-3,-5,.,7,-13
NCF1 inh,-1,-18,3,1,-2,-12,1,-7
TbHK1 inh,-1,2,10,1,-13,-3,.,23
Runt-CBFb FRET,-1,0,-1,1,16,-1,-1,0
EBV gp42 block,-12,-9,-6,3,8,-21,-6,-15
Runt-SMMHC FRET,2,-6,-2,3,1,-2,-5,2
Hck-Nef inh,-2,14,4,25,33,25,.,1
14-3-3 Bad PPI,2,-8,0,-5,-3,2,-8,-20
zVAD death inh,-1.2,-0.8,-0.2,1.0,1.2,0.6,.,0.7

25) Cc1ccc(-c2nnc(C)c(N3CCCC3)n2)cc1
26) Cc1ccc(-c2csc(-c3ccncc3)n2)cc1
27) O=C(c1ccoc1)N1CCC2(CC1)Oc1ccc(F)cc1C(=O)C21CC(c2cccnc2)=NO1 (configuration not stated)
28) COc1cc(-c2cc3nc(C)c(C)c(=O)n3[nH]2)cc(OC)c1OC
29) CCOC(=O)c1cccc(NC(=O)CSc2nnc(C)n2Cc2ccccc2)c1
30) Cc1cnc(C(=O)Nc2cc(F)ccc2C)cn1
31) CCCCCCOc1ccc(N2C(=O)CC(S/C(N)=N/N=C(\C)c3cccs3)C2=O)cc1 (configuration not stated)
32) CC(C)(C)NC(=O)NC(=O)COC(=O)CNS(=O)(=O)/C=C/c1ccccc1

compound no.,25,26,27,28,29,30,31,32
Mdm2 ligase inh,-6,-7,0,2,0,-3,-16,-1
NCF1 inh,-11,-2,-14,4,-8,-3,-14,-12
TbHK1 inh,-8,-8,-31,5,1,6,-3,7
Runt-CBFb FRET,-1,-4,0,6,-1,-1,-10,-3
EBV gp42 block,-11,-5,-17,-12,7,-3,-8,0
Runt-SMMHC FRET,0,1,2,6,-3,-1,1,3
Hck-Nef inh,28,20,29,-1,1,17,0,17
14-3-3 Bad PPI,-17,2,-1,-9[fluorescence artefact?],0,-5,5,7
zVAD death inh,0.3,-1.1,-0.6,0.9,-0.1,9.3,0.2,0.8

33) COc1ccc(-c2csc(/C(C#N)=C\c3ccc(OC)c([N+](=O)[O-])c3)n2)cc1
34) Cc1ccc(-c2nc3c(c(=O)[nH]c(=O)n3CC(C)C)n2CC(C)C)cc1[N+](=O)[O-]
35) FC(F)(F)c1cccc(-c2nc(COc3ccc(Cl)cc3Cl)no2)c1
36) Cc1ccc(Nc2nc3nonc3[nH]c2=O)cc1C
37) CC1(C)C2CC=C(/C=N/NC(=O)C(N)=O)C1C2 (configuration not stated)
38) Cc1cccc(-c2nnc(SCC(=O)C(C)(C)C)n2C)c1
39) CN(c1ccc(OCC(=O)N2CCN(c3ccc(F)cc3)CC2)cc1)S(=O)(=O)c1cccs1
40) O=C(CNc1n[nH]c(=O)[nH]c1=O)N/N=C/c1ccccc1

compound no.,33,34,35,36,37,38,39,40
Mdm2 ligase inh,0,-2,-13,-15,-2,-3,-10,-15
NCF1 inh,-13,3,-5,-14,-1,-2,-39,1
TbHK1 inh,7,4,8,-21,-16,-9,1,-3
Runt-CBFb FRET,-130,0,1,1,-1,-5,0,-3
EBV gp42 block,24,10,-18,-7,-16,0,-6,-5
Runt-SMMHC FRET,-277,1,-1,-3,-4,1,-5,1
Hck-Nef inh,-1,11,13,-3,21,14,12,15
14-3-3 Bad PPI,-5[fluorescence artefact?],4,0,-2,10,5,26,-3
zVAD death inh,0.9,0.1,-0.3,-1.2,2.9,2.0,-0.7,-0.1

41) CCc1nc(C)c(C#N)c2cc(OC)c(OC)cc12
42) CCOc1ccc(-c2nnn(CC(=O)c3cc(OC)ccc3OC)n2)cc1
43) Cc1cc(NC(=O)c2cccc(N3C(=O)CCC3=O)c2)no1
44) CN(C)c1nc(N)nc(/C(C#N)=C/C2CC3C=CC2C3)n1 (configuration not stated)
45) Clc1ccc(-c2cn3cccnc3n2)cc1Cl
46) CC(=O)Nc1ccc(/C(C)=N\NC(=O)c2ccc(-c3ccccc3)cc2)cc1
47) CN(C)CCCNC1=CC(=O)OC12CCCCC2
48) CC(C)c1ccc(OCC(=O)N(c2ccccn2)C2CCCCC2)cc1

compound no.,41,42,43,44,45,46,47,48
Mdm2 ligase inh,-11,-8,-34,-11,-15,1,-6,8
NCF1 inh,-16,-3,-10,-19,-50,-1,15,-5
TbHK1 inh,-10,38,4,6,-17,-15,-1,-1
Runt-CBFb FRET,0,-2,0,10,-2,2,-1,-1
EBV gp42 block,-24,-14,-18,-9,-4,-9,-4,3
Runt-SMMHC FRET,0,0,-3,8,-1,-3,-2,-4
Hck-Nef inh,2,3,1,2,5,-5,1,3
14-3-3 Bad PPI,-7,-3,6,-1,-9,2,4,-22[fluorescence artefact?]
zVAD death inh,13,0.9,0.1,-0.1,0.3,2.5,-0.9,0.8

49) COC(=O)CN=Cc1c(O)n(-c2ccc(Cl)cn2)c(=O)c2ccccc12
50) CC(C)(C)NC(=O)CSc1nc(-c2ccc(F)cc2)cs1
51) CCOC(=O)N1CCN(c2cc(C)nc3nc(C)nn23)CC1
52) Cc1nn(-c2nc3ccccc3[nH]2)c(N)c1-c1ccc(Cl)cc1
53) COc1cc(CNc2nc(C)c([N+](=O)[O-])c(C)c2C#N)cc(OC)c1
54) O=C1CCCc2c1cc(C(=O)O)c(=O)n2-c1ccccc1
55) CC(SC(=S)N1CCCC1)C(=O)O (configuration not stated)
56) CC(C)N(C)CCOC(=O)c1ccc2c(c1)OCCO2
57) Cn1c(CSc2nc3ccccc3s2)nnc1SCC(=O)NCc1ccccn1

compound no.,49,50,51,52,53,54,55,56,57
Mdm2 ligase inh,-8,-9,-12,-18,-2,-1,-5,8,0
NCF1 inh,-8,-6,-6,-7,-1,-3,-6,-6,-11
TbHK1 inh,-16,0,3,-2,-5,-6,-3,1,-8
Runt-CBFb FRET,0,0,-1,2,-3,-3,0,0,1
EBV gp42 block,-3,10,-12,1,0,-14,-23,-9,-16
Runt-SMMHC FRET,-1,142,-3,-3,2,-7,3,-1,-3
Hck-Nef inh,-14,28,-6,1,0,13,22,7,9
14-3-3 Bad PPI,0,-5,0,-8,.,2,-14,17,0
zVAD death inh,2.0,3.0,3.8,0.3,0.2,-0.8,0.9,0.3,0.0
